# KCNQ1 block: blocks the human KCNQ1 potassium channel | P51787 | B-score at 10 µM | actives 1.3% (n = 310,000) | CHO-K1 KCNQ1, FluxOR thallium flux fluorescence; active compounds read high;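 active means compounds whose thallium flux B-score, printed positive for inhibition, exceeds three library SD while starting fluorescence stays within three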;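 further: channel opened by potassium depolarization with thallium stimulus after 20 min compound exposure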
# Target sequence (P51787 whole entry, looked up): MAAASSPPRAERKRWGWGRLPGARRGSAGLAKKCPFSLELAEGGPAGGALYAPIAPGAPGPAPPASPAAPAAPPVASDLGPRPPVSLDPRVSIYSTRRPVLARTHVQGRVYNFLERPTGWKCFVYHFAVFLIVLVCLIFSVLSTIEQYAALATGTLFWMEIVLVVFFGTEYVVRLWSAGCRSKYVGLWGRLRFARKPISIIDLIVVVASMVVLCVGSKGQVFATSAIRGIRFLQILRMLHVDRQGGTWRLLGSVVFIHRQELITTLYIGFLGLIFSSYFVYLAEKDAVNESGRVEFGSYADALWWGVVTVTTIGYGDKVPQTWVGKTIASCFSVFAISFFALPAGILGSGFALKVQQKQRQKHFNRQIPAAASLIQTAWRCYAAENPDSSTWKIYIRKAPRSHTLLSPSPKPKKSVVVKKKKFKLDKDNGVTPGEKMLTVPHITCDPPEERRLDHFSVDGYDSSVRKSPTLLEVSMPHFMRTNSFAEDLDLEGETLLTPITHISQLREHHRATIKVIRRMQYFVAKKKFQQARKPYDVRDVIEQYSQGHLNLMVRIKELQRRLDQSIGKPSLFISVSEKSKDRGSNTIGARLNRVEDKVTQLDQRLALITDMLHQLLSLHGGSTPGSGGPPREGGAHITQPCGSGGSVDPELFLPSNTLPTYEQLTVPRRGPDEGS
# GSK3A inh: blocks human GSK-3 alpha kinase | P49840 | ADP-Glo luminescence, 60 min | inhibition, % at 10 µM | actives 0.1% (n = 320,000) | AID 2650;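 in the data active means inhibition above about 50%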;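 further: GST-tagged GSK-3 alpha with peptide substrate and 25 µM ATP; 0% = DMSO neutral wells and 100% = GW8510 positive control wells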
# PolyA inhibitor: blocks polyadenylation in yeast reporter cells; S. cerevisiae SKY197-pL101 polyadenylation reporter, beta-gal luminescence; efflux-impaired pdr1/pdr3 knockout yeast; score 100 = 6 SD above DMSO; calls only at 12 µM; actives 0.02% (n = 300,000);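 active means lowest replicate activity score at least 50, where 100 means six control SD above control mean; inconclusive means lowest score under 50 but half or more replicates reach 50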;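 further: yeast exposed to compound for 9 h at 30 °C; higher score means more reporter readthrough which indicates perturbed polyadenylation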
# RGS4 pot: potentiators or activators of RGS4; HEK293 M3R/inducible RGS4, carbachol calcium flux Fluo4; active compounds read low; B-score at 10 µM; actives 0.92% (n = 310,000);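 active means B-score of the integrated calcium signal more than 4 SD below the library mean, with starting fluorescence not abnormally high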;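 further: negative B-score means reduced calcium response which marks RGS4 activation or potentiation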
#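 Also added: carbachol at ECmax as muscarinic agonist stimulus; Assay system: HEK293 cells with stable M3R and inducible RGS4; Timing: overnight RGS4 induction, 30 min dye load 37 °C, 20 min compound RT; Measured by: Fluo4-AM (2 µM) calcium-flux fluorescence, kinetic read.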
# KCNK9 block: blocks the human KCNK9 two-pore domain potassium channel. AID 488922. B-score at 10 µM. Q9NPC2. HEK293 KCNK9, FluxOR thallium flux fluorescence; active compounds read low. actives 1.2% (n = 310,000);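 active means ratio B-score over 3 SD below the library mean, with starting fluorescence within 5 SD of its mean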;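 further: negative B-score means less thallium flux so channel inhibition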
# Target sequence (Q9NPC2 whole entry, looked up, the tested form may be a part): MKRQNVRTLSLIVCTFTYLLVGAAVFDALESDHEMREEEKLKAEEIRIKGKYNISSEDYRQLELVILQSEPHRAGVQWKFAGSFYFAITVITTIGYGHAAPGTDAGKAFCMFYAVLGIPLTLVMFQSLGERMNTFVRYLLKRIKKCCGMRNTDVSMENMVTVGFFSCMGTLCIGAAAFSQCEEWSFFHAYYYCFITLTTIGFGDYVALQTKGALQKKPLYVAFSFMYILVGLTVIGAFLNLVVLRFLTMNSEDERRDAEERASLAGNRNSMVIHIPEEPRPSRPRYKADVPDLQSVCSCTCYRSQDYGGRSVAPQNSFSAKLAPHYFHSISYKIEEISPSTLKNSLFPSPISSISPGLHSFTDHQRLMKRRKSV
# GSK3beta inhib: inhibitors of human GSK3beta kinase; GST-GSK3beta kinase, ADP-Glo luminescence, 60 min; active compounds read low; activity score (negative = inhibition), % at 10 µM; actives 0.038% (n = 300,000);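 active means more than half of replicate wells score below -50%, meaning over 50% inhibition versus plate controls; inconclusive means some replicates but at most half score below -50%; inactive means no replicate scores below -50%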;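 further: 0% = median DMSO wells and -100% = median GW8510 positive control wells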
#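 Test system: GST-fused GSK3beta enzyme, cell-free | Quantity: 1.6 ng GST-GSK3beta enzyme per well | Reagent: 25 µM ATP with peptide substrate | Schedule: 60 min enzyme reaction, room temperature | Signal: Luminescent ADP-Glo measurement of ADP formed | Read-out basis: Score relative to plate controls | Control set: DMSO and 20 µM GW8510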
# KCNQ1 pot: human KCNQ1 channel potentiation or activation; P51787; CHO-K1 KCNQ1, thallium flux FluxOR fluorescence; active compounds read high; B-score at 10 µM; actives 0.35% (n = 310,000);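 active means fluorescence ratio B-score, a plate-corrected score, at least three library SD, with initial intensity B-score within 5 SD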
#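 Test system: CHO-K1 cells stably expressing KCNQ1 / Medium: assay buffer / Also added: depolarizing K+/Tl+ stimulus, K2SO4 and Tl2SO4 each 12.5 mM in 5x stock / Incubation: 90 min dye loading and 20 min compound exposure, both at room temperature / Signal: thallium influx via FluxOR fluorescence, kinetic imaging / Evaluation: B score of baseline-normalized fluorescence ratio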
# HDAC3 inhib: blocks human histone deacetylase 3; O15379; recombinant HDAC3, fluorogenic peptide/trypsin coupled, fluorescence; inhibition, % at 8.3 µM; actives 0.15% (n = 320,000); AID 2718; in the data active means inhibition above about 26%, passing the limit was not always enough; inconclusive means no clear call, values can overlap the other calls
# hERG protect: hERG (human) protection from proarrhythmic block; Q12809; CHO-hERG, FluxOR thallium flux, dofetilide IC70 present; activation (rescue from dofetilide block), less the hit threshold, % at 10 µM; actives 0.51% (n = 310,000); AID 1511;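 active means activation above the mean of controls blocked by dofetilide plus 5 SD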;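 further: thallium influx through hERG after potassium depolarization seen as dye fluorescence rise; in these data hits start at about 4.7%; inactives centre near -7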
# DYRK1A inh: Dyrk1A (rat) kinase inhibition; ADP-Glo luminescence, NFATc1 peptide; inhibition, % at 12.5 µM; actives 0.43% (n = 310,000); Q63470; in the data active means inhibition above about 50%;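 further: plate controls were vehicle with enzyme for no effect and no enzyme for full effect; many of its hits are not listed in these tables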
# KCNK3 inh: human KCNK3 channel inhibition, primary screen. B-score at 10 µM. O14649. actives 0.84% (n = 340,000). CHO-KCNK3 thallium flux, FluxOR fluorescence; active compounds read low;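 active means B-score under library mean minus 4 SD, starting fluorescence ratio at most library mean plus 5 SD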;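 further: more negative B-score means stronger inhibition of thallium flux through KCNK3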
# * marks the source's active call; other numbers are inactive results; i = inactive; ? = inconclusive; nt = no result given.
SMILES,KCNQ1 block,GSK3A inh,PolyA inhibitor,RGS4 pot,KCNK9 block,GSK3beta inhib,KCNQ1 pot,HDAC3 inhib,hERG protect,DYRK1A inh,KCNK3 inh
Cc1nc2c(C)cccn2c(=O)c1NC(=O)COc1ccccc1,i,0,i,i,i,2,i,3,-14,nt,i
CC(=O)c1c(C)[nH]c(C(=O)NNC(=O)COc2ccc(Cl)cc2C)c1C,i,0,i,i,i,0,i,5,-20,-3,i
CC(C)CC(NC(=O)c1ccc(Cl)cc1Cl)C(=O)O (centres undefined),i,-5,i,i,i,1,i,4,-5,9,i
O=C(CNC(=O)c1ccc2c(c1)S(=O)(=O)N=C1CCCCCN12)Nc1ccc(F)c(F)c1,i,0,i,i,i,1,i,4,-12,9,i
Cc1ccc(NS(=O)(=O)c2cccc(C(=O)OCC(=O)NCc3ccco3)c2)cc1,i,-3,i,i,i,-1,i,5,-7,-1,i
COc1cc(C(=O)NCCOc2ccccc2C)c(Br)c(OC)c1OC,i,4,i,i,i,-5,i,-7,-8,5,i
C/C(=N\NC(=O)c1ccc(CSc2nncn2C)cc1)c1ccc2ccccc2c1,i,2,i,i,i,-1,i,1,-2,-2,i
Nc1nonc1-n1nnc(C(=O)N/N=C/c2ccc(OCc3ccccc3F)cc2)c1CNc1ccccc1,i,1,i,i,i,0,i,-1,-7,-3,i
Cc1ccc(NS(=O)(=O)c2ccc3oc(=O)ccc3c2)cc1Cl,i,-2,i,i,i,2,i,1,-4,-1,i
CC1(C)CC(=O)C2=C(C1)N(c1ccc(F)cc1)C(N)=C(C#N)C2c1cccs1 (centres undefined),i,nt,i,i,i,0,i,-3,-8,-3,i
CN(CCO)S(=O)(=O)c1ccc2c(c1)C(=O)c1cc(S(=O)(=O)N(C)CCO)ccc1-2,i,-3,i,i,i,2,i,-1,-9,12,i
Cc1ccc(NC(=O)CCS(=O)(=O)c2cc3[nH]c(=O)c(=O)[nH]c3cc2C)cc1,i,-1,i,i,i,9,i,-5,0,2,i
CCn1cc(C(=O)NCc2ccccc2)c(=O)c2cc(F)c(N3CCN(C(=O)c4ccco4)CC3)cc21,i,5,i,i,i,-5,i,-1,-22,-1,i
O=C(NCc1cccs1)C1CCC(CNS(=O)(=O)c2ccccc2)CC1 (centres undefined),i,-1,i,i,i,2,i,3,-12,1,i
N#Cc1cc2c(nc1SCc1cccnc1)CCC2,i,-1,i,i,i,-2,i,-2,-3,-2,i
CCSc1nnc(NC(=O)c2nn(C(C)C)c(=O)c3ccccc23)s1,i,1,i,i,i,4,i,2,-12,-4,i
CC(=O)c1ccc2c(c1)OCCOCCOCCOCCO2,i,-6,i,i,i,1,i,1,-11,-5,i
Clc1ccc(-c2nnc(SCc3nc(-c4ccccc4)no3)o2)cc1,i,1,i,i,i,4,i,-2,-8,-1,i
COc1ccc(-c2cn(-c3ccc(Br)cc3)c3[n+]2CCS3)cc1,i,-1,i,i,i,-2,i,-2,-14,-2,i
Cc1cccc(N(C(=O)CCC(=O)Nc2cc(C)on2)C(C(=O)NC2CCCC2)c2ccc(C)o2)c1 (centres undefined),i,-3,i,i,i,-2,i,1,-14,-1,i

# Three of the entries above in order of the HDAC3 inhib value, ascending.
Molecule | HDAC3 inhib
Cc1ccc(NC(=O)CCS(=O)(=O)c2cc3[nH]c(=O)c(=O)[nH]c3cc2C)cc1 | -5
CC1(C)CC(=O)C2=C(C1)N(c1ccc(F)cc1)C(N)=C(C#N)C2c1cccs1 (centres undefined) | -3
Cc1ccc(NS(=O)(=O)c2ccc3oc(=O)ccc3c2)cc1Cl | 1

# The results go on.
SMILES,KCNQ1 block,GSK3A inh,PolyA inhibitor,RGS4 pot,KCNK9 block,GSK3beta inhib,KCNQ1 pot,HDAC3 inhib,hERG protect,DYRK1A inh,KCNK3 inh
Cc1ccc(OCc2cc(C(=O)NCC(C)c3ccccc3)no2)cc1C (centres undefined),i,-1,i,i,i,2,i,-2,-4,-4,i
Cc1nc(C(=O)NNC(=O)c2cccc(Cl)c2)c(C(F)(F)F)o1,i,-1,i,i,i,1,i,8,-7,nt,i
COCCNC(=O)c1ccccc1NS(=O)(=O)c1ccc(C)c([N+](=O)[O-])c1,i,-1,i,i,i,-3,i,4,-3,-5,i
CC(C)N1CC(COc2ccc(Cl)cc2Cl)OC1=O (centres undefined),i,-1,i,i,i,0,i,6,-3,2,i
COC(=O)c1ccc(C(=O)Nc2nnc(-c3cccnc3)o2)cc1,i,-2,i,i,i,3,i,-1,-9,nt,nt
CCCC(CCC)C(=O)Nc1cccc(-c2cn3c(n2)SCC3)c1,i,1,i,i,i,-1,i,1,-6,-8,-8.7*
CCOCCCNC(=O)C(c1ccc(C)cc1)N(Cc1cccs1)C(=O)c1ccccc1O (centres undefined),i,1,i,i,i,-2,i,0,-11,-2,i
Cc1ccc(-c2nn(-c3ccccc3)cc2C2SCC(=O)N2Cc2ccccc2)o1 (centres undefined),7*,-2,i,i,i,2,i,14,-20,11,i
Cc1ccc2nc(NC(=O)CN3CCN(c4ccccn4)CC3)sc2c1,i,-2,i,i,i,5,i,5,-3,0,i
O=C(NC1CCCCC1)C(c1cccs1)N(C(=O)c1ccccn1)c1ccccc1 (centres undefined),i,-1,i,i,i,7,i,5,0,-4,i
CC1CCN(C(=O)CCc2ccc(Oc3cc([N+](=O)[O-])cc([N+](=O)[O-])c3)cc2)CC1,i,-1,i,i,i,4,i,8,-8,1,i
COc1ccccc1OCc1nc2ccccc2s1,i,-3,i,i,i,0,i,-6,-5,4,i
NC(=O)c1cnn(Cc2ccc(Cl)cc2)c1N,i,5,i,i,i,-8,i,-6,-7,1,i
COc1ccc(S(=O)(=O)N2CCN(Cc3ccc4c(c3)OCO4)CC2)cc1F,i,-3,i,i,i,-2,i,-4,-10,3,i
Cc1ccn2cc(-c3cccc(NC(=O)C(C)C)c3)nc2c1,i,-1,i,i,i,0,i,?,-5,-56,i
O=C(O)c1ccccc1-c1ccccc1C(=O)NCc1ccccc1Cl,i,3,i,i,i,-4,i,-1,-1,8,i
COc1cc2c(cc1OC)C(C)N(C(=O)C1=NN(c3cccc(C)c3)C(=O)CC1)CC2 (centres undefined),i,6,i,i,i,4,i,1,-9,1,i
CC(=O)NCCSCCNC(C)=O,i,-1,i,i,i,1,i,3,-13,-1,i
NC(=O)C1CC=CCC1C(=O)OCC(Cl)=C(Cl)Cl (centres undefined),i,1,i,i,i,-1,i,7,-6,-1,i
CN(C)c1ccc(C(=O)Nc2ccc(S(=O)(=O)NC3=NCCCCC3)cc2)cc1,i,-2,i,i,i,2,i,8,-8,-1,i
Cc1ccc(NC(=O)c2cc(S(=O)(=O)N(C)C)ccc2N2CCCC2)cc1F,i,0,i,i,i,-1,i,5,-9,5,i
CN(C)CCCNC(=S)N1CCC(c2nc3ccccc3[nH]2)CC1,i,7,i,i,i,2,i,-2,-10,0,i
CC(=O)Nc1ccc(SCC(=O)c2cc(C)n(-c3ccccc3F)c2C)cc1,i,8,i,i,i,3,i,3,-12,7,i
CCN1C(=O)c2cccc3c(S(=O)(=O)Nc4ccccc4O)ccc1c23,i,0,i,i,i,0,i,-9,-7,-4,i
CC(=O)c1ccc(S(=O)(=O)Nc2ccc(-c3ccc4nncn4n3)cc2)cc1,i,-1,i,i,i,0,i,14,-9,4,i
CC1CN(C(=S)Nc2cccc(Cl)c2)CC(C)O1 (centres undefined),i,-8,i,i,i,3,i,1,-8,nt,i
C[C@@H]1[C@@H](Sc2ccccc2)CC(=O)O[C@@H]1c1ccc(-c2ccccc2)cc1,i,0,i,i,i,-1,i,-1,-14,9,i
COc1cccc(-c2n[nH]c3c2CCC3)c1,i,1,i,i,i,-2,i,-4,-5,20,i
Cc1cc(C)nc(NC(=NCCc2c[nH]c3ccccc23)NC(=O)Nc2ccc(Cl)cc2)n1,6*,1,i,i,i,-1,i,-1,-12,5,i
COc1cc(OC)c(C(=O)Nc2ccncc2)cc1OC,i,0,i,i,i,0,i,-8,-1,5,i
CC1CCCCC1NC(=O)COC(=O)c1ccc(N(C)C)cc1 (centres undefined),i,4,i,i,i,2,i,-9,-3,-4,i
COc1ccc(CNC(=O)[C@@H](NC(=O)C2CCN(S(=O)(=O)c3ccccc3)CC2)C(C)C)cc1,i,1,i,i,i,2,i,-1,-12,-1,i
CN(CC(=O)Nc1cccc(F)c1)C(=O)COc1cccc2c1OC(C)(C)C2,i,-2,i,i,i,-2,i,-3,-18,-6,i
Cc1cc(N2CCCC2)nc2ccc(NC(=S)NCCCN3CCC(C)CC3)cc12,i,0,i,i,i,5,i,-7,-13,2,i
COc1ccc(S(=O)(=O)NCc2cccnc2)c2ccccc12,i,0,i,i,i,-2,i,-1,-2,-4,i
CCOC(=O)C1=C(C)N(c2nonc2NC(C)=O)C(N)=C(C#N)C1c1ccccc1F (centres undefined),i,0,i,i,i,3,i,7,-5,4,i
S=C(NC1CCCCC1)N1CCOCCOCCN(C(=S)NC2CCCCC2)CCOCC1,i,0,i,i,i,1,i,1,-11,nt,i
Cc1ccc(S(=O)(=O)N(C)C)cc1NC(=O)C1CCCN(C(=O)c2ccc(Cl)cc2)C1 (centres undefined),i,-1,i,i,i,-3,i,3,-18,0,i
O=C(CN(C(=O)c1csnn1)c1cccc2c1CCCC2)NCc1ccccc1,i,-1,i,i,i,1,i,-2,-7,0,i
CCOC(=O)c1ccc(N2C(=O)CC(Sc3nc(O)c(CC)c(=O)[nH]3)C2=O)cc1 (centres undefined),i,-2,i,i,i,-3,i,2,-5,0,i
O=C(NCC(=O)N(c1cccnc1)C(C(=O)NC1CCCC1)c1cccs1)c1cccs1 (centres undefined),i,nt,i,i,i,2,i,2,-9,2,i
CC(C)CCC(C(=O)O)C(C)CC(=O)Nc1ccn(-c2ccccc2)n1 (centres undefined),i,-7,i,i,i,-2,i,5,-8,-10,i

# Some values from the entries so far.
# In GSK3A inh, `O=C(NCc1cccs1)C1CCC(CNS(=O)(=O)c2ccccc2)CC1` (centres undefined) reads -1
# In hERG protect, `Cc1ccc(NC(=O)c2cc(S(=O)(=O)N(C)C)ccc2N2CCCC2)cc1F` reads -9
# In HDAC3 inhib, `COc1ccc(-c2cn(-c3ccc(Br)cc3)c3[n+]2CCS3)cc1` reads -2

# This is a subset; rates above refer to the full screens.
